West Nile antiviral = West Nile virus antiviral activity, cell-based, CPE readout (AID 1621); CPE inhibition, % at 10 µM, or IC50 in µM where a hit was titrated; West Nile virus-infected cells, CPE inhibition; higher % means a stronger effect; hit rate 0.02% among 290,000; in the data active = a potency from the dose series; inconclusive = CPE inhibition mostly from about 3.7% at the one dose, without a potency; inactive = the rest, 99 in 100 with CPE inhibition below about 2.2%; also: strong numbers were not always called active
PhoP inhibition = inhibitors of PhoP regulon expression, primary screen, Salmonella Typhimurium, GFP reporter (AID 1863); S. Typhimurium PhoP-regulated promoter GFP reporter, 4 h; higher % means a stronger effect; inhibition, % at 50 µM; hits with a dose series show IC50 in µM; hit rate 0.16% among 300,000;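 active = inhibition over 29.93%, a cutoff 3 SD above the screen mean, later confirmed by dose response; inconclusive = inhibition over 29.93% but no dose response follow-up; inactive = inhibition at most 29.93% or unconfirmed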;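 also: 0% = low Mg2+ inducing control and 100% = high Mg2+ repressing control; strong numbers were not always called active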
LYP phosphatase = inhibitors of LYP phosphatase, biochemical, fluorescence intensity, uHTS (AID 1779); recombinant LYP phosphatase, fluorescence intensity; higher % means a stronger effect; one-dose inhibition, % at 11.5 µM; IC50 in µM for titrated hits; hit rate 0.054% among 290,000; in the data active = inhibition above about 50%;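 also: plate controls were vehicle with enzyme for no effect and no enzyme for full effect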
Rac1 GTP hydrolysis = MgcRacGAP GTPase-activating activity inhibitors, confirmation, biochemical, ADP Hunter fluorescence; Rac GTPase-activating protein 1 (Homo sapiens); inhibition, % at 30 µM, or IC50 in µM where a hit was titrated; MgcRacGAP-stimulated Rac1 GTP hydrolysis, ADP Hunter fluorescence; higher % means a stronger effect; GST-tagged Rac1 F28L mutant substrate; hit rate 0.6% among 340,000; AID 624330, 2012;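 active = first-screen hits whose inhibition reached a set limit at any dose in the follow-up dose series; inconclusive = inhibition above the set first-screen limit but never retested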;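 also: fluorescence reports GDP produced by GAP-driven GTP hydrolysis; strong numbers were not always called active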
NS5 inhibitors = Dengue-2 NS5 methyltransferase inhibitors, primary screen, biochemical, confirmation dose response (AID 588689) | Genome polyprotein (Dengue virus type 2 (strain 16681-PDK53)) | inhibition, % at 25 µM, or IC50 in µM where a hit was titrated | Dengue-2 NS5 methyltransferase capping enzyme assay, biochemical; higher % means a stronger effect | hit rate 0.3% among 340,000; in the data active = a potency from the dose series; inconclusive = inhibition above about 29% without an active follow-up result
GPR35 arrestin U2OS = GPR35 antagonists blocking zaprinast-driven arrestin recruitment, primary screen, imaging, U2OS, beta-arrestin-GFP, zaprinast agonist (AID 2058); inhibition, % at 10 µM, or IC50 in µM where a hit was titrated; U2OS GPR35 beta-arrestin-GFP translocation imaging, zaprinast antagonism; higher % means a stronger effect; G-protein coupled receptor 35 (Homo sapiens); hit rate 0.052% among 290,000;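 active = inhibition of at least 50% with at least 30 cells and total cytoplasm GFP at most 10,000,000; inconclusive = under 30 cells or total GFP of 10,000,000 plus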
RSV CPE inhibition = RSV antiviral activity via CPE protection, HEp-2 cells, primary 10 µM value included (AID 2391). hit rate 0.13% among 310,000. HEp-2 cells, RSV-induced CPE inhibition; higher % means a stronger effect. CPE inhibition, % at 10 µM; hits with a dose series show IC50 in µM; in the data active = a potency from the dose series; inconclusive = CPE inhibition mostly from about 23% at the one dose, without a potency; inactive = the rest, 99 in 100 with CPE inhibition below about 21%; also: strong numbers were not always called active
ER stress rescue = rescue of cells from ER stress-induced death, primary screen, 384-well, CSM14.1, thapsigargin, ATP luminescence (AID 1222). CSM14.1 thapsigargin-induced death rescue, ATP luminescence; higher % means a stronger effect. cellular ATP content (survival), % at 20 µM; hits with a dose series show EC50 in µM. 190,000 tested, under 10 active;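 active = EC50 below 50 µM in the dose-response confirmation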;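 also: death triggered by thapsigargin at about 15 µM added after 2 h compound pretreatment; cell ATP read after overnight thapsigargin exposure of roughly 18 to 22 hours; normalized against plate controls of thapsigargin alone and 5% DMSO vehicle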
Large T inhibition = SV40 large T antigen inhibitors, biochemical (AID 1903) | SV40 large T antigen ATPase/helicase inhibition assay; higher % means a stronger effect | inhibition, % at 20 µM; hits with a dose series show IC50 in µM | hit rate 0.39% among 310,000; in the data active = a potency from the dose series; inconclusive = inhibition mostly from about 32% at the one dose, without a potency; inactive = the rest, 99 in 100 with inhibition below about 32%; also: strong numbers were not always called active
NS5 inhibitors pilot replicate = second read-out of NS5 inhibitors, no call of its own (marks repeat the call); inhibition, %; measured here: pilot screen replicate inhibition
The depositor's hits bear a star; ? = inconclusive; / = not tested or not shown. Outcome played no part in choosing rows (roughly 1.5% active in at least one column).

SMILES	West Nile antiviral	PhoP inhibition	LYP phosphatase	Rac1 GTP hydrolysis	NS5 inhibitors	GPR35 arrestin U2OS	RSV CPE inhibition	ER stress rescue	Large T inhibition	others
CCc1cccc(CC)c1NC(=S)NCCc1c(C)[nH]c2ccc(C)cc12	/	3%	2%	4%	-8%	23%	-2.3%	-0.6%	16%
COc1ccc(C2(CCN=Cc3ccc(N(C)C)cc3)CCOC(C)(C)C2)cc1 (centres undefined)	0.8%	-4%	6%	9%	-1%	14%	1.3%	/	15%
Cc1c(CCOC(=O)c2ccccc2)sc[n+]1CC(=O)c1ccc(Br)cc1	-1.6%	5%	-5%	-7%	-3%	5%	8.8%	/	5%
COCCN1C(=O)/C(=C2/C(=O)N(CC(=O)Nc3ccccc3Cl)c3ccccc32)SC1=S	-0.1%	2%	-4%	10%	6%	6%	1.2%	/	24%
CCCCNC(=O)N1CCN(c2ccccc2OC)CC1	0.3%	1%	-10%	8%	-12%	5%	0.3%	-0.6%	9%
O=C(C(Cl)Cl)N1CCN(Cc2ccc3c(c2)OCO3)CC1	-1.0%	-1%	-9%	7%	3%	-13%	1.9%	/	9%	NS5 inhibitors pilot replicate=-3.7
CCn1c(CCNC(=O)c2ccccc2Cl)n[nH]c1=S	-0.3%	0%	-5%	11%	-2%	13%	-0.3%	-1.7%	10%
COC(=O)NCc1ccc(S(=O)(=O)N2CCOCC2)cc1	-0.9%	-6%	2%	3%	-3%	14%	0.0%	-4.2%	11%
Cc1ccc(S(=O)(=O)NCC(=O)Nc2ccc3c(c2)OCO3)cc1	0.0%	-4%	-4%	3%	-4%	8%	2.0%	/	6%
O=C(Nc1nc2ccccc2s1)c1ccc(OCC2CCCO2)cc1 (centres undefined)	0.7%	-6%	5%	7%	-1%	8%	-0.7%	-1.2%	8%
O=C(Cn1cnc2ccccc21)N/N=C/c1cccnc1	-0.1%	0%	-3%	-2%	/	0%	0.4%	-2.8%	15%
COc1ccc(NC(=O)c2csc3c2CCCCC3)c(OC)c1	-0.1%	4%	-1%	6%	-4%	-6%	19%	-0.3%	4%
Cc1cccc(C(=O)Nc2ccc(C(=O)N/N=C/c3cccc(C)n3)cc2)c1	1.9%	2%	6%	3%	1%	-7%	1.8%	/	6%
Cc1cc(C)n2nc(CNS(=O)(=O)c3cccc([N+](=O)[O-])c3)nc2n1	-0.4%	-12%	-4%	8%	-5%	-6%	1.9%	/	11%
COc1cc(/C=N/N=C2/C(=O)Nc3ccccc32)ccc1O	-0.3%	6%	4%	?	5%	-4%	12%	-5.0%	8.7µM*
O=C(CCc1ccc(S(=O)(=O)N2CCOCC2)cc1)NCCCN1CCCC1=O	-0.4%	4%	-7%	4%	2%	3%	1.0%	-1.1%	9%
CCOc1ccc(-c2cc(N3C(=O)Nc4ccccc4N3O)on2)cc1	0.8%	0%	-6%	5%	-5%	1%	2.5%	-6.4%	6%
O=C(NCCc1c[nH]c2ccccc12)Nc1cccc2ccccc12	0.0%	4%	-6%	8%	-5%	4%	?	-4.0%	-7%
O=C(O)CCc1ccc(-c2cccs2)o1	0.3%	0%	-6%	18%	36%	-6%	3.2%	2.6%	25%
Cc1ccc(C)c(N2CCN(c3ncccc3[N+](=O)[O-])CC2)c1	0.2%	-7%	0%	8%	0%	4%	8.0%	/	3%
CCOCCOc1nc(C)cc(C)c1S(=O)(=O)c1ccccc1C	-0.7%	1%	0%	0%	-4%	6%	1.7%	/	9%
Cc1csc(SCc2ccccc2C(=O)O)n1	0.6%	3%	-11%	4%	-3%	-4%	0.2%	0.5%	0%
Fc1ccc(-c2ccc(Nc3cccc(F)c3)nn2)cc1	-0.6%	-7%	-6%	5%	-5%	10%	4.3%	-0.9%	0%
CCCCOc1ccccc1C1NC(=O)NC(C)=C1C(=O)OCc1ccco1 (centres undefined)	0.6%	5%	-3%	5%	-8%	-4%	3.0%	-3.6%	7%
COc1ccc(CCNC(=O)COC(=O)c2cnc(C)cn2)cc1	0.2%	7%	-6%	13%	-1%	22%	1.3%	-0.3%	7%

Of the compounds above, these contain two or more sulfur atoms.
SMILES	West Nile antiviral	PhoP inhibition	LYP phosphatase	Rac1 GTP hydrolysis	NS5 inhibitors	GPR35 arrestin U2OS	RSV CPE inhibition	ER stress rescue	Large T inhibition	others
COCCN1C(=O)/C(=C2/C(=O)N(CC(=O)Nc3ccccc3Cl)c3ccccc32)SC1=S	-0.1%	2%	-4%	10%	6%	6%	1.2%	/	24%
Cc1csc(SCc2ccccc2C(=O)O)n1	0.6%	3%	-11%	4%	-3%	-4%	0.2%	0.5%	0%

(cont.)
SMILES	West Nile antiviral	PhoP inhibition	LYP phosphatase	Rac1 GTP hydrolysis	NS5 inhibitors	GPR35 arrestin U2OS	RSV CPE inhibition	ER stress rescue	Large T inhibition	others
CCOC(=O)c1nnn(-c2nonc2-c2ccccc2)c1C	0.1%	0%	0%	8%	2%	-4%	2.0%	-0.6%	10%
COC1CCN(Cc2c(C(=O)N3CCN(C4CCCCC4)CC3)nc3ccccn23)CC1	0.1%	2%	-6%	6%	-3%	4%	2.9%	/	2%
CCn1c(CCCc2ccc(OC)c(C)c2)n[nH]c1=S	-1.3%	-2%	-8%	4%	2%	-18%	6.5%	0.1%	10%
CSCC[C@H](NC(=O)N1CCn2c1nc1ccccc12)C(=O)N[C@@H](C(=O)O)c1ccccc1	0.4%	2%	-11%	1%	-4%	8%	0.3%	/	15%
Cc1ccc(-c2cc(C(=O)Nc3ccc(S(=O)(=O)Nc4ncccn4)cc3)[nH]n2)c(O)c1C	0.9%	-9%	-1%	5%	-8%	1%	0.5%	/	15%
Cc1nc(NC(=O)/C=C/c2ccco2)sc1C	-0.9%	0%	6%	4%	-1%	-19%	3.9%	5.3%	10%
O=C(c1ccco1)N1CCN(Cc2cccnc2)CC1	0.0%	0%	-3%	19%	4%	10%	0.2%	-2.7%	1%
COc1ccc(NCc2nnc(SCc3ccc(Cl)cc3)n2-c2ccccc2)cc1	-2.0%	-9%	2%	22%	-3%	-20%	2.4%	-4.5%	17%
Cc1cccc(-n2ncc3c(Nc4c(C)n(C)n(-c5ccccc5)c4=O)ncnc32)c1	-0.5%	-2%	-5%	12%	-11%	-9%	0.5%	-1.6%	7%
Cc1cccc(NC(=O)N2CCN(Cc3ccccc3)CC2)c1	-0.9%	-6%	-5%	12%	-8%	3%	0.5%	-1.3%	7%
N#C/C(=C\c1ccc(O)cc1)C(=O)NCc1ccccc1	-0.2%	12%	-7%	8%	0%	10%	0.4%	/	27%
COc1ccccc1/C=C/C=N/NC(=O)c1ccccn1	-0.6%	21%	4%	7%	-13%	3%	0.3%	-1.6%	1%
CN(C)S(=O)(=O)N1CCc2ccccc2C1	0.5%	-3%	-5%	6%	-2%	14%	-1.1%	-4.2%	18%	NS5 inhibitors pilot replicate=-2.1
Cc1csc(NC(=O)C(Cc2ccccc2)n2cccc2)n1 (centres undefined)	-0.3%	1%	0%	9%	-1%	9%	3.8%	/	4%
Clc1ccc(-n2ncc3c(NCCCn4ccnc4)ncnc32)cc1	-0.3%	1%	-4%	2%	4%	-3%	-3.3%	2.1%	-1%
Cc1cc(C(=O)Nc2c(C)n(C)n(-c3ccccc3)c2=O)on1	0.5%	10%	-5%	11%	-1%	-4%	2.4%	3.0%	5%
N=C1/C(=C\c2ccc(OCc3ccccc3)cc2)C(=O)N=C2SC(N3CCCC3)=NN12	0.1%	-5%	6%	/	/	0%	/	7.1%	11%
CCOC(=O)c1cc2c(=O)n3ccccc3nc2n(Cc2ccco2)c1=NC(=O)c1ccccc1OCC	-0.1%	4%	-20%	11%	-6%	-18%	3.0%	1.0%	4%
CCc1nc(N)c(C#N)c(-c2ccccc2OC)c1C	-0.1%	7%	2%	4%	/	7%	2.6%	-2.9%	-2%
O=C(CCCNC(=O)/C(=C\c1ccccc1F)NC(=O)c1ccccc1)OCc1ccccc1	-0.2%	-5%	6%	1%	3%	-9%	1.1%	1.4%	5%
Cc1ccc2c(C)c(C(=O)Nc3cccnc3)oc2c1	-0.1%	8%	6%	9%	2%	-2%	0.1%	0.5%	17%
Cc1ccc(S(=O)(=O)N(C)C)cc1NC(=O)CN1C(=O)NC2(CCCCCC2)C1=O	-0.1%	8%	-10%	7%	-1%	-22%	1.2%	/	9%
CCOC(=O)N1CCC(NS(=O)(=O)c2ccc3c(c2)CCN3C(C)=O)CC1	-0.6%	-3%	-2%	6%	-2%	3%	3.0%	-3.8%	5%
COc1ccc(/C=C(\NC(=O)c2ccc([N+](=O)[O-])cc2)C(=O)N2CCOCC2)cc1	0.2%	11%	-4%	4%	10%	15%	-0.6%	0.4%	3%
CCOc1ccc(C2C(C(=O)c3ccc(C)o3)=C(O)C(=O)N2CCN2CCOCC2)cc1OC (centres undefined)	-0.5%	1%	-6%	5%	-5%	3%	1.4%	-1.8%	6%

Next structures follow.
SMILES	West Nile antiviral	PhoP inhibition	LYP phosphatase	Rac1 GTP hydrolysis	NS5 inhibitors	GPR35 arrestin U2OS	RSV CPE inhibition	ER stress rescue	Large T inhibition	others
Cc1ccnc(SC2CC(=O)N(c3ccc([N+](=O)[O-])cc3)C2=O)n1 (centres undefined)	0.1%	1%	-9%	3%	5%	-6%	0.1%	/	4%
Cn1cnc2c1c(=O)[nH]c(=O)n2Cc1ccccc1	0.5%	-5%	-10%	6%	-3%	-1%	0.1%	/	14%
c1ccc2c(c1)oc1c(Nc3ccc(CN4CCOCC4)cc3)ncnc12	1.0%	13%	-1%	14%	-13%	8%	-1.9%	-1.0%	4%
CC1=Nc2cc(C(=O)NCCCOC(C)C)ccc2Sc2ccc(C)cc21	-1.6%	-9%	-3%	7%	-11%	-20%	2.7%	-1.2%	10%
CC1Cc2ccccc2N1C(=O)c1cnc2n(c1=O)CCS2 (centres undefined)	1.0%	4%	-6%	-5%	3%	-15%	4.0%	1.7%	3%
N#C/C(=C/c1cccs1)c1nc2ccccc2[nH]1	-1.5%	-20%	-8%	8%	-11%	6%	9.7%	-3.5%	5%
Cc1ccc(OCc2ccc(-c3ccccc3)cc2)c([N+](=O)[O-])n1	-1.4%	6%	-3%	6%	-1%	7%	21%	/	-2%
O=[N+]([O-])c1cn(Cc2ccc(Cl)cc2)cn1	-0.4%	7%	-3%	14%	-2%	17%	/	-0.9%	1%

From PubChem
